HSP90 refold inh – HSP90 inhibitors, primary screen, cell lysate, luminescence; Heat shock protein HSP 90 (rabbit reticulocyte lysate; luciferase refolding); Rabbit reticulocyte lysate, luciferase refolding luminescence, 3 h; inhibition, % at 5.6 µM; 0.91% of 290,000 active; AID 1789, 2009;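 active = inhibition above the screen-wide mean plus 3 SD, computed separately per campaign, cut at about 16% in these data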;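 also: 0% = DMSO wells and 100% = 60 µM geldanamycin wells; inhibitors lower the luminescence because luciferase stays unfolded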
HSF1 inh – HSF1 inhibitors in luciferase reporter cells, primary screen, cell-based, NIH3T3, luminescence | NIH3T3-HGL HSE-luciferase, MG132-induced, luminescence 8 h; hits give low values | activity change, negative = inhibition, % at 7.5 µM (by protocol) | 0.77% of 300,000 active;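 active = more than half of replicate wells show activity change below -50%, luminescence cut by over half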;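 also: luciferase reports HSF-1 transcriptional activity via heat shock element; 0% = median of DMSO wells and -100% = zero luminescence signal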
GSK3B inh – human GSK3beta kinase inhibitors, primary screen, biochemical, cell-free homogeneous, HTS. 0.038% of 300,000 active. activity score (negative = inhibition), % at 10 µM. GST-GSK3beta kinase, ADP-Glo luminescence, 60 min; hits give low values. Glycogen synthase kinase-3 beta (Homo sapiens), P49841;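 active = more than half of replicate wells score below -50%, meaning over 50% inhibition versus plate controls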;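 also: 0% = median DMSO wells and -100% = median GW8510 positive control wells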
Target sequence (P49841 whole entry, looked up): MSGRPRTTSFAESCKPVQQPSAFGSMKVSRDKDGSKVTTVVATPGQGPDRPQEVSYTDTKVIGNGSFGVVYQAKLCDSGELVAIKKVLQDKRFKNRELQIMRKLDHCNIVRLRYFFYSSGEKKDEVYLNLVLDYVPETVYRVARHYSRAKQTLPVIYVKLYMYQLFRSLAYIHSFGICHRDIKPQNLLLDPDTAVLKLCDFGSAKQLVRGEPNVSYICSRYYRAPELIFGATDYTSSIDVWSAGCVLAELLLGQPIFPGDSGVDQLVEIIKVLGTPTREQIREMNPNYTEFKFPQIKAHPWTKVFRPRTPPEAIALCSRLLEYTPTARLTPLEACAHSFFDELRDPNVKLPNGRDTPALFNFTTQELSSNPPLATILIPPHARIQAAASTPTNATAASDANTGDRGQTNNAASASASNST
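Test system: GST-fused GSK3beta enzyme, cell-free | Quantity: 1.6 ng GST-GSK3beta enzyme per well | Reagent: 25 µM ATP with peptide substrate | Schedule: 60 min enzyme reaction, room temperature | Signal: Luminescent ADP-Glo measurement of ADP formed | Read-out basis: Score relative to plate controls | Control set: DMSO and 20 µM GW8510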
aSyn UTR inh – MLPCN primary screen, SNCA 5' untranslated region; alpha-synuclein 5'UTR reporter, inhibitor activity; inhibition, % (tested at 7.5 µM); 0.82% of 300,000 active; in the data active = inhibition above about 60%;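 also: H4 neuroglioblastoma cells stably carrying SNCA 5'UTR luciferase fusion; 0% = DMSO wells and 100% = positive control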
PolyA inhibitor – polyadenylation inhibitors in yeast reporter cells, primary screen, luminescence, S. cerevisiae | S. cerevisiae SKY197-pL101 polyadenylation reporter, beta-gal luminescence; efflux-impaired pdr1/pdr3 knockout yeast; score 100 = 6 SD above DMSO | calls only at 12 µM | 0.02% of 300,000 active | AID 1875, 2009;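 active = lowest replicate activity score at least 50, where 100 means six control SD above control mean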;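 also: yeast exposed to compound for 9 h at 30 °C; higher score means more reporter readthrough which indicates perturbed polyadenylation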
KLF5 inhibitor – KLF5 expression inhibitors, primary screen, DLD-1 cells, luminescence. DLD-1 KLF5 promoter-luciferase reporter. inhibition, % at 5 µM. 0.23% of 290,000 active;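 active = inhibition above a per-plate limit of that plate's mean compound inhibition plus 3 SD, cut at about 60% in these data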;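 also: 0% = DMSO wells and 100% = LY294002 at 200 µM; higher means less KLF5 promoter-driven luciferase light; inactives centre near -14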
IEC-6 tox – cytotoxicity in IEC-6 intestinal epithelial cells, primary screen, cytotoxicity control for KLF5 inhibitor project, cell-based, luminescence. AID 1825, 2009. 0.78% of 290,000 active. IEC-6 cytotoxicity, luminescence viability. inhibition, % at 5 µM; in the data active = inhibition above about 22%;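 also: 0% = plate median of test compound wells and 100% = cytotoxic reference compound wells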
HSF1 activator – HSF-1 activators, primary screen, NIH3T3-HGL cells, MG132 stress, luminescence, single point | activation, % at 9 µM | 1.7% of 300,000 active | NIH3T3-HGL HSF-1 luciferase reporter, 8 h; 100% = twice DMSO control signal | AID 504408, 2011;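 active = mean replicate activation of at least 50% with a set share of replicates each reaching 50%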;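 also: 0% = median of the neutral control wells and 100% = twice that signal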
AI-2 QS modul – Vibrio harveyi AI-2 quorum sensing modulators, primary screen, JMH597 strain, luminescence/OD600 ratio; Vibrio harveyi JMH597 AI-2 luminescence/OD600 ratio, 9 h; hits give low values; strain lacks LuxN and CqsS sensors; 0 = neutral-control median; activity change, % at 7.5 µM; 0.4% of 300,000 active; AID 2094, 2009; in the data active = activity change below about -75%, passing the limit was not always enough;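 also: luminescence divided by OD600 gain over 9 h not by final OD600 alone; inactives centre near 13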
GSK3 alpha inh – blockers of GSK3A enzyme activity – biochemical, luminescence, cell-free homogeneous, HTS, primary screen. inhibition, % at 10 µM. 0.1% of 320,000 active. GSK-3 alpha kinase, ADP-Glo luminescence, 60 min;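 in the data active = inhibition above about 50%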;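 also: GST-tagged GSK-3 alpha with peptide substrate and 25 µM ATP; 0% = DMSO neutral wells and 100% = GW8510 positive control wells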
Target sequence (P49840 whole entry, looked up): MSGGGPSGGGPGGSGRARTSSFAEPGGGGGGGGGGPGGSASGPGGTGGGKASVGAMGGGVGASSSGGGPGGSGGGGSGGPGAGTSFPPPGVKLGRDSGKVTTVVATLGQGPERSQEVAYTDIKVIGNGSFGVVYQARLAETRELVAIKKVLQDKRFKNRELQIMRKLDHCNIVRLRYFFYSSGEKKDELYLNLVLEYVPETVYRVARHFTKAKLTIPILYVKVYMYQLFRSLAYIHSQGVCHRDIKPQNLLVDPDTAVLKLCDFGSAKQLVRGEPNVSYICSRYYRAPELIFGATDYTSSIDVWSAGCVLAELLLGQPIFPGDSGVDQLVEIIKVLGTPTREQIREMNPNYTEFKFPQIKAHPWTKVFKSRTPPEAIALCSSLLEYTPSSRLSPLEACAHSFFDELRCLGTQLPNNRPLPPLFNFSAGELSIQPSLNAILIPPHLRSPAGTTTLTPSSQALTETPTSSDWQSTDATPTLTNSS
Active calls of the source: *; i = inactive; / = not tested or not shown. Only part of the results is shown; count on the stated rates, not on these rows.

Letters – A = HSP90 refold inh; B = HSF1 inh; C = GSK3B inh; D = aSyn UTR inh; E = PolyA inhibitor; F = KLF5 inhibitor; G = IEC-6 tox; H = HSF1 activator; I = AI-2 QS modul; J = GSK3 alpha inh
COc1cc(SC)ccc1C(=O)Nc1nc(C)cs1
  A: 82*; B: -64*; C: -3; D: 96*; E: i; F: 13; G: 12; H: -72; I: 16; J: 4

O=C(O)c1ccc(COc2ccccc2[N+](=O)[O-])o1
  A: -4; B: -7; C: 0; D: 4; E: i; F: -21; G: 8; H: -5; I: 13; J: -2

COc1ccc(Nc2nc(Cl)nc(Nc3ccc(OC)cc3)n2)cc1
  A: 3; B: 3; C: -5; D: -6; E: i; F: 10; G: 6; H: 2; I: 13; J: 0

CCc1ncc(CN2CCCC(C(=O)Nc3ccc(-c4cscn4)cc3)C2)cn1 (stereo unspecified)
  A: -2; B: -4; C: 2; D: 9; E: i; F: -8; G: 1; H: 8; I: 13; J: 0

S=C(Nc1ccc(Cl)cc1)N1CCCCC1
  A: -1; B: 27; C: -2; D: -22; E: i; F: -8; G: 2; H: 50; I: 15; J: -3

C=CCNC(=O)[C@@H]1CSC2c3ccc(OC)c(OC)c3C(=O)N21 (stereo partly specified)
  A: -1; B: -22; C: -1; D: 8; E: i; F: -22; G: -4; H: -11; I: 3; J: -2

O=C(NCc1csc(-c2cccs2)n1)c1ccsc1
  A: -3; B: 28; C: -2; D: -112; E: i; F: -36; G: -1; H: 33; I: 37; J: -2

Cc1cccc(/C=N/NC(=O)c2ccc(NC(=O)c3ccc(F)cc3)cc2)n1
  A: -2; B: 7; C: 0; D: -12; E: i; F: -33; G: 0; H: 9; I: 22; J: -3

Cn1c(=O)c2c(nc(N3CCCCCC3)n2CC(O)COc2ccccc2)n(C)c1=O (stereo unspecified)
  A: -3; B: 3; C: 2; D: -8; E: i; F: -13; G: -3; H: 36; I: 5; J: -2

COc1cccc(C2/C(=C(/O)c3ccc4c(c3)CC(C)O4)C(=O)C(=O)N2CC2CCCO2)c1 (stereo unspecified)
  A: -5; B: /; C: -1; D: /; E: /; F: -32; G: 0; H: /; I: 15; J: /

Cc1cnc(NC(=O)C(C)N2CCN(C)CC2)s1 (stereo unspecified)
  A: -2; B: 1; C: -5; D: 10; E: i; F: -14; G: -3; H: -6; I: -6; J: 6

COc1ccc(CNC(=O)CSc2nnc(C)c(=O)[nH]2)cc1
  A: 3; B: -1; C: -1; D: 11; E: i; F: -26; G: -4; H: -2; I: 6; J: 6

O=S(=O)(c1ccc(Cl)cc1)N1CCN=C1SCc1cccnc1
  A: 0; B: -4; C: 6; D: 17; E: i; F: 2; G: 4; H: 15; I: 4; J: 0

O=C(Nc1ccc(S(=O)(=O)Nc2ccc(Cl)cc2)cc1)C1CCCO1 (stereo unspecified)
  A: 1; B: 4; C: 18; D: 15; E: i; F: -32; G: 0; H: 11; I: -6; J: -4

CCN1CCCC1CNC(=O)c1cc(N)ccc1OC (stereo unspecified)
  A: /; B: 5; C: -2; D: 3; E: i; F: /; G: /; H: -5; I: 39; J: 0

CCOC(=O)NC(Nc1ccc(OC)cc1)(C(F)(F)F)C(F)(F)F
  A: -2; B: -14; C: 1; D: 6; E: i; F: -12; G: 4; H: -8; I: 28; J: -2

FC(F)(F)c1cccc(-c2ccc(-c3csnn3)o2)c1
  A: 3; B: 11; C: 0; D: -85; E: i; F: -13; G: -1; H: 26; I: 0; J: 7

COc1ccccc1C1NC(=O)NC(C)=C1C(C)=O (stereo unspecified)
  A: 0; B: -9; C: -1; D: 12; E: i; F: 20; G: 4; H: -3; I: 29; J: 0

Cc1ccc(S(=O)(=O)NC2=C(N3CCN(Cc4ccccc4)CC3)C(=O)c3ccccc3C2=O)cc1
  A: 10; B: 19; C: -1; D: -1; E: i; F: -11; G: 14; H: 17; I: 28; J: -2

COc1cccc(C(=O)N2CCN(C(=O)COc3ccc4ccccc4c3)CC2)c1
  A: 5; B: 6; C: 0; D: 5; E: i; F: -18; G: 7; H: -5; I: 32; J: -3

N#Cc1ncn(-c2ccc(Oc3ccccc3)cc2)c1N
  A: 3; B: -16; C: -5; D: 13; E: i; F: -5; G: 3; H: -13; I: 28; J: 0

O=C(Cc1ccc(Cl)cc1)NCC(=O)N1CCCC1
  A: 3; B: -3; C: -1; D: 17; E: i; F: -6; G: 2; H: -3; I: 5; J: 7

CCCN(CCC)CCNc1c(NC2CCN(C(=O)OCC)CC2)c(=O)c1=O
  A: 2; B: 0; C: 2; D: 12; E: i; F: -23; G: 4; H: 10; I: 9; J: -2

CC1CC2=C(NC(=S)NC2c2cccc(F)c2)/C(=C/c2cccc(F)c2)C1 (stereo unspecified)
  A: 4; B: 9; C: -1; D: 2; E: i; F: -1; G: -2; H: 6; I: 44; J: /

COC(=O)Cn1c(N2CCCC2)nc2c1c(=O)n(C)c(=O)n2C
  A: 3; B: -6; C: -2; D: 10; E: i; F: -5; G: 5; H: -7; I: 3; J: -1

Some of the entries above in a different format:
molecule	HSP90 refold inh	HSF1 inh	GSK3B inh	aSyn UTR inh	PolyA inhibitor	KLF5 inhibitor	IEC-6 tox	HSF1 activator	AI-2 QS modul	GSK3 alpha inh
CCN1CCCC1CNC(=O)c1cc(N)ccc1OC (stereo unspecified)	/	5	-2	3	i	/	/	-5	39	0
O=S(=O)(c1ccc(Cl)cc1)N1CCN=C1SCc1cccnc1	0	-4	6	17	i	2	4	15	4	0
CC1CC2=C(NC(=S)NC2c2cccc(F)c2)/C(=C/c2cccc(F)c2)C1 (stereo unspecified)	4	9	-1	2	i	-1	-2	6	44	/
O=C(O)c1ccc(COc2ccccc2[N+](=O)[O-])o1	-4	-7	0	4	i	-21	8	-5	13	-2

Next section:
Letters – A = HSP90 refold inh; B = HSF1 inh; C = GSK3B inh; D = aSyn UTR inh; E = PolyA inhibitor; F = KLF5 inhibitor; G = IEC-6 tox; H = HSF1 activator; I = AI-2 QS modul; J = GSK3 alpha inh
O=C(NC1CCCCC1)c1cccc(S(=O)(=O)N2CCOCC2)c1
  A: 1; B: -6; C: -3; D: -13; E: i; F: -3; G: 2; H: 18; I: 17; J: -3

COc1cccc(NC(C)C(=O)N2CC(C)OC(C)C2)c1 (stereo unspecified)
  A: 0; B: 3; C: -1; D: 21; E: i; F: -29; G: 2; H: -3; I: 9; J: -2

C/C(=N\NC(=O)c1nn(C)c(C)c1Br)c1ccc(NC(=O)c2ccoc2C)cc1
  A: 13; B: 11; C: 4; D: -115; E: i; F: -193; G: -2; H: 40; I: 17; J: 1

CCOC(=O)CNC(=O)c1sc(NC(=O)c2ccccc2F)nc1C
  A: 70*; B: 4; C: 1; D: -151; E: i; F: -96; G: -1; H: 17; I: 17; J: -2

CCN(CC)S(=O)(=O)c1ccc(-c2cn3ccc(C)cc3n2)cc1
  A: 1; B: 30; C: -2; D: -169; E: i; F: -204; G: 3; H: 58*; I: -5; J: -2

CCOC(=O)c1sc(=S)n(-c2ccccc2OC)c1N
  A: -3; B: 0; C: -26; D: 10; E: i; F: 14; G: 1; H: 11; I: -12; J: -6

Cc1sc(N/N=C/c2cccnc2)nc1-c1ccc(Cl)cc1
  A: -4; B: -2; C: 3; D: -30; E: i; F: -39; G: -2; H: 6; I: 12; J: /

O=C(CSc1nnc(-c2cnccn2)n1Cc1ccco1)Nc1ccc(Br)cc1
  A: -3; B: 31; C: 4; D: -2; E: i; F: -31; G: -6; H: 55*; I: 13; J: -2

S=C(Nc1ccccc1)Nc1nccs1
  A: 1; B: 8; C: 3; D: -177; E: i; F: -115; G: 42*; H: 7; I: 11; J: -1

O=C(Nc1ccccc1F)Nc1ccc([N+](=O)[O-])cc1Cl
  A: -4; B: 11; C: 1; D: -125; E: i; F: -31; G: 3; H: 17; I: -3; J: /

CC(C)C(=O)Nc1cccc(NC(=O)c2cccc(Br)c2)c1
  A: -1; B: 0; C: 3; D: -17; E: i; F: -12; G: -2; H: 12; I: 15; J: -7

COc1ccc([N+](=O)[O-])cc1NC(=O)CCSCCc1ccccn1
  A: -1; B: -2; C: -1; D: 10; E: i; F: -18; G: 5; H: 0; I: 17; J: /

Cn1cccc1C(=O)NC(=O)CSc1cccc[n+]1[O-]
  A: 0; B: -4; C: 0; D: 27; E: i; F: -13; G: 6; H: 8; I: 20; J: 0

N/C(=N\OCc1ccccc1)c1nonc1N
  A: -7; B: 17; C: -1; D: -98; E: i; F: -92; G: -9; H: 45; I: -11; J: -2

COc1ccccc1NC(=S)NC(=O)CCc1ccccc1
  A: -1; B: 9; C: -4; D: -12; E: i; F: -23; G: 0; H: 10; I: 47; J: -2

COc1ccccc1CN1CC(C(=O)NCc2cccnc2)CC1=O (stereo unspecified)
  A: 5; B: -2; C: 1; D: -2; E: i; F: 0; G: 2; H: -4; I: 11; J: -3

NC(=O)c1ccc(NC(=O)Cn2c(=O)n(-c3ccccc3)c(=O)c3oc4ccccc4c32)cc1
  A: -3; B: -11; C: -1; D: -5; E: i; F: 22; G: -1; H: 4; I: 20; J: -3

COc1ccc(NC(=O)c2cc(-c3ccc(C)o3)nc3ccccc23)cc1
  A: /; B: 9; C: 0; D: 8; E: i; F: /; G: /; H: 11; I: 14; J: 2

CC(C)S(=O)(=O)C1=NSC2=NC(=O)/C(=C\c3ccc(-c4ccccc4)o3)C(=N)N21
  A: 1; B: -3; C: 5; D: -15; E: i; F: -3; G: -6; H: 1; I: 16; J: 7

COC(=O)c1ccc(OCC(=O)c2ccc(O)cc2O)cc1
  A: 10; B: 8; C: -1; D: -32; E: i; F: -25; G: -1; H: 39; I: 16; J: -3

CC(C)(C)c1ccc(-c2noc(CCC(=O)Nc3cccnc3)n2)cc1
  A: 45*; B: -46; C: 7; D: 77*; E: i; F: 78*; G: -2; H: -45; I: 26; J: 0

O=c1c(Cc2c(F)cccc2Cl)c(O)ccn1CCCn1ccnc1
  A: 5; B: -7; C: -4; D: 0; E: i; F: 5; G: 7; H: -2; I: 28; J: -5

Cc1cc(NC(=O)C2COc3ccccc3O2)no1 (stereo unspecified)
  A: -6; B: 5; C: -6; D: -115; E: i; F: -18; G: 0; H: 31; I: -9; J: 0

From PubChem
